# Bioassay records from PubChem BioAssay.
# TRPC6 inh: blocks the mouse TRPC6 cation channel | AID 2553 | actives 1.1% (n = 310,000) | Q61143 | HEK293-TRPC6, membrane potential dye, ACh-evoked depolarization; active compounds read low | B-score at 10 µM;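 active means B-score under library mean minus 3 SD, initial fluorescence not abnormally high, positive integrated signal ratio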;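 further: B-score derived from integrated fluorescence ratio over the kinetic read; more negative B-score means stronger inhibition of depolarization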
# aSyn UTR inh: MLPCN primary screen, SNCA 5' untranslated region | alpha-synuclein 5'UTR reporter, inhibitor activity | actives 0.82% (n = 300,000) | inhibition, % (tested at 7.5 µM) | AID 1813; in the data active means inhibition above about 60%;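 further: H4 neuroglioblastoma cells stably carrying SNCA 5'UTR luciferase fusion; 0% = DMSO wells and 100% = positive control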
# TRPC4 PAM: allosteric potentiators of mouse TRPC4 channel | actives 0.42% (n = 310,000) | B-score at 10 µM | HEK293 TRPC4beta/mu-opioid, DAMGO EC20, Fluo-4 Ca2+ flux; active compounds read high | Q9QUQ5;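 active means B-score of calcium response area above 5 SD of library B-scores, with initial fluorescence ratio within 5 SD of library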;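 further: B-score of integrated fluorescence ratio over time as area under calcium response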
# Target sequence (Q9QUQ5 whole entry, looked up): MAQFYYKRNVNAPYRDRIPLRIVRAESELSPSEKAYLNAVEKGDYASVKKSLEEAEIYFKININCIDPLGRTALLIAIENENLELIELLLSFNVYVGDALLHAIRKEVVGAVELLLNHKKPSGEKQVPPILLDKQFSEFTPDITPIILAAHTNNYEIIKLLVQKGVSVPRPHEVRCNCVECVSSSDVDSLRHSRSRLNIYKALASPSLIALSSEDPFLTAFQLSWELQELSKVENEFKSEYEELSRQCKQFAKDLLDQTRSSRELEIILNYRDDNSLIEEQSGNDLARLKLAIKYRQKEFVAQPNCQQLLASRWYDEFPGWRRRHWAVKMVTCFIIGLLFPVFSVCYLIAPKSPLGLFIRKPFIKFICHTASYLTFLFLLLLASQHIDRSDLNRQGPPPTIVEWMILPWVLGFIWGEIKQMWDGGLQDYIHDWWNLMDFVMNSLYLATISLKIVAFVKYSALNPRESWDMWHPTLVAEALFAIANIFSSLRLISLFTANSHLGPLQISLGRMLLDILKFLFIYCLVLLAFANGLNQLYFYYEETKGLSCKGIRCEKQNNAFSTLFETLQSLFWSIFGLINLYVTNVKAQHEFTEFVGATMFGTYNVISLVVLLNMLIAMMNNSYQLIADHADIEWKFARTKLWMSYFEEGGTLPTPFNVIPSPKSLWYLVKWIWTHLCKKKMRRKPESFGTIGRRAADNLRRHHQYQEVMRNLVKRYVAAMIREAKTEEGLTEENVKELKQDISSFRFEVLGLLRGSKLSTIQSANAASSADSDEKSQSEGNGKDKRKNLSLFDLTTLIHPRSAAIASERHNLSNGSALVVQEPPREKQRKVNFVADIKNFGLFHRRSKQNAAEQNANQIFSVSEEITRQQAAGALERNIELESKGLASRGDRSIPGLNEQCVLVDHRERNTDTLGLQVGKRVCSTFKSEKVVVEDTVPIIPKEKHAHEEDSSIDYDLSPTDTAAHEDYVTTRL
# MrgX1 antagonist: antagonists of human MrgX1 receptor; Q96LB2; MRGX1-HEK293 calcium flux, Fluo-4, BAM8-22 antagonism; active compounds read low; B-score at 10 µM; actives 1.3% (n = 310,000); AID 588676;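 active means calcium-response B-score plate-corrected more than 3 library SD below zero, starting fluorescence within 5 deviations, no agonist response on first addition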;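 further: peak minus trough fluorescence over baseline after final BAM8-22 challenge near maximal dose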
# TRPC4 agonist: TRPC4 (mouse) channel activation. HEK293 TRPC4beta/mu-opioid, Fluo4 calcium fluorescence; active compounds read high. Q9QUQ5. actives 0.49% (n = 310,000). B-score at 10 µM;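 active means B-score above 5 SD of library B-scores, and initial fluorescence ratio not above library mean plus 5 SD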;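 further: positive B-score marks a calcium rise read as TRPC4 activation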
#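 Assay system: HEK293 cells stably co-expressing mouse TRPC4beta and mu-opioid receptor / Timing: Fluo4 dye loading 45 min at room temperature, 110 s recording / Signal: Fluo4 calcium-sensitive dye fluorescence, kinetic, 1 Hz baseline / Read-out: integrated baseline-normalised fluorescence ratio, converted to per-well B score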
# TRPC6 activator: mouse TRPC6 channel activation | Q61143 | HEK293-TRPC6 membrane potential dye fluorescence; active compounds read high | B-score at 10 µM | actives 0.13% (n = 310,000) | AID 2550;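 active means B-score of the integrated fluorescence ratio above library mean plus 3 SD, and starting fluorescence ratio within library mean plus 5 SD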;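 further: higher score means more depolarization so channel activation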
# IEC-6 tox: counter-screen for KLF5 inhibitors: cytotoxicity in IEC-6 cells; actives 0.78% (n = 290,000); inhibition, % at 5 µM; IEC-6 cytotoxicity, luminescence viability; in the data active means inhibition above about 22%;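 further: 0% = plate median of test compound wells and 100% = cytotoxic reference compound wells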
# HIF activator: HIF pathway transcriptional activation; activation, % at 7.5 µM (by protocol); AID 1910; U2OS HRE-luciferase reporter, luminescence; normalized: DMSO 0%, desferrioxamine 100%; actives 0.32% (n = 300,000);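 active means mean activation of at least 10% of the iron chelator positive control signal, with at least half of replicates also reaching 10%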
# TRPC4 inh: blocks the mouse TRPC4 cation channel. Q9QUQ5. HEK293 TRPC4beta/mu-opioid, DAMGO-evoked Fluo4 calcium flux; active compounds read low. B-score at 10 µM. actives 0.39% (n = 300,000). AID 2247;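 active means B-score over 3 SD under the library average, no early fluorescence shift, positive overall ratio signal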
#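 Material: HEK293 cells with stable TRPC4beta plus mu-opioid receptor expression / Probe or stimulus: DAMGO in two steps, submaximal then maximal / Compound: single concentration per test compound / Technique: kinetic Fluo4 fluorescence imaging of calcium influx / Read-out: per-well B score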
# SKKanGAS inh: blocks kanamycin growth of S. pyogenes SKKanGAS strain; BacTiter-Glo, 6 h; inhibition, % at 7.5 µM; actives 1.3% (n = 300,000); AID 1662;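 active means mean replicate score, as percent of positive control median, at least 50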;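 further: strain carries kanamycin resistance gene driven by streptokinase promoter and grows in 40 µg/ml kanamycin; loss of luminescence reflects streptokinase promoter inhibition or plain growth inhibition; 0% = median of DMSO wells and 100% = positive control at its reference dose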
# KLF5 inh: kruppel-like factor 5 inhibition | DLD-1 KLF5 promoter-luciferase reporter, luminescence | inhibition, % at 5 µM | actives 0.23% (n = 290,000);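 active means inhibition above a per-plate limit of that plate's mean compound inhibition plus 3 SD, cut at about 60% in these data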;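 further: 0% = DMSO wells and 100% = LY294002 at 200 µM; higher means less KLF5 promoter-driven luciferase light; inactives centre near -14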
# An asterisk follows results filed as active; i = inactive; / = no result given. This is a random part of the collection (roughly 5.8% active in at least one column).
no.	canonical_smiles	TRPC6 inh	aSyn UTR inh	TRPC4 PAM	MrgX1 antagonist	TRPC4 agonist	TRPC6 activator
1	COc1cc(OC)c(C2C(C#N)=C(N)Oc3cc(C)n(CCCN4CCOCC4)c(=O)c32)cc1OC (stereo not drawn)	i	4	i	i	i	i
2	Cc1cc(S(=O)(=O)Nc2ccc(C(=O)NCC(c3ccco3)N(C)C)cc2)ccc1F (stereo not drawn)	i	-4	i	i	i	i
3	Cc1occc1-c1nnc(SCC(=O)NCCc2ccccc2)n1Cc1ccccc1	i	-3	i	i	i	i
4	CCC(=O)N1CCc2cc(S(=O)(=O)NC(C(=O)N3CCN(c4ccc(F)cc4)CC3)C(C)C)ccc21 (stereo not drawn)	i	4	i	i	i	i
5	CCC(=O)Nc1ccc(NC(=O)c2cc3ccccc3o2)cc1	i	/	i	i	i	i
6	c1ccc(COc2ccc(OCCCN3CCCCC3)cc2)cc1	i	-35	i	i	i	i
7	Cc1ccc2cccc(NC(=O)c3ccc(Br)o3)c2n1	i	39	i	i	i	i
8	CC(Cc1cccs1)NC(=O)Nc1ccc(Cl)c(Cl)c1 (stereo not drawn)	i	-90	i	i	i	i
9	CCc1cccc(N(C(=O)c2csnn2)C(C(=O)NC(C)(C)CC)c2ccccn2)c1 (stereo not drawn)	i	-32	i	i	i	i
10	CCOc1ccc(NC(=S)N2CCC(N(C)CC3CCCO3)CC2)cc1 (stereo not drawn)	i	-10	i	i	i	i

no.	IEC-6 tox	HIF activator	TRPC4 inh	SKKanGAS inh	KLF5 inh
1	2	-0.7	i	0	-28
2	/	0.3	i	7	/
3	-2	-1.1	i	0	7
4	0	0.1	i	3	-24
5	4	/	i	/	-62
6	7	1.1	i	-2	-40
7	6	-0.3	i	-3	-28
8	-7	5.5	i	28	-155
9	4	0.0	i	2	-8
10	6	-0.5	i	-6	-20

# Remaining list, next part
no.	canonical_smiles	TRPC6 inh	aSyn UTR inh	TRPC4 PAM	MrgX1 antagonist	TRPC4 agonist	TRPC6 activator
11	Cc1[nH]nc2c1C(c1ccc(-c3ccc(Cl)cc3)o1)C(C#N)=C(N)O2 (stereo not drawn)	i	-63	i	i	i	i
12	COC(=O)C(C)N(c1ccc(C)cc1)S(=O)(=O)c1c(C)[nH]c(=O)[nH]c1=O (stereo not drawn)	i	1	i	i	i	i
13	Cc1cccc(-c2nnc(SCC(=O)C(C)(C)C)n2C)c1	i	-52	i	i	i	i
14	COC(=O)C1CCN(C(=O)c2cc(OC)c(OC)c(OC)c2)CC1	i	12	i	i	i	i
15	CN(C(=O)c1cccc(S(=O)(=O)N2CCCCC2)c1)C1CCS(=O)(=O)C1 (stereo not drawn)	i	-2	i	i	i	i
16	CC1=C(C(=O)OCC(Br)(Br)Br)C(c2cccc([N+](=O)[O-])c2)NC(=O)N1CCCC(=O)O (stereo not drawn)	i	10	i	i	i	i
17	O=C(Oc1c(Cl)cc(Cl)c2cccnc12)N1CCOCC1	i	25	i	i	i	i
18	O=C(CCN1C(=O)/C(=C/c2ccco2)SC1=S)Nc1ccc(C(=O)O)c(O)c1	i	-8	i	i	i	i
19	Cc1nn(-c2ccccc2)c(N2CCCC2)c1/C=C1\N=C(c2ccc(OC(C)C)cc2)OC1=O	i	8	i	i	i	i
20	COc1ccc(NC(=O)C(NC(=O)c2ccc(=O)[nH]c2)c2ccc(OC)cc2)cc1 (stereo not drawn)	i	12	i	i	i	i

no.	IEC-6 tox	HIF activator	TRPC4 inh	SKKanGAS inh	KLF5 inh
11	6	0.7	i	-1	0
12	7	1.7	i	-2	-14
13	2	2.0	i	-6	-16
14	0	-0.3	i	8	-10
15	/	-0.7	i	-1	/
16	/	0.9	i	-1	/
17	2	-0.2	i	26	-10
18	-27	0.2	i	16	-30
19	2	0.9	i	17	-3
20	-2	-0.1	i	-8	-5

# Next entries follow:
no.	canonical_smiles	TRPC6 inh	aSyn UTR inh	TRPC4 PAM	MrgX1 antagonist	TRPC4 agonist	TRPC6 activator
21	CN(C)c1ccc(/C=N/NC(=O)c2cccc(N3CCCC3=O)c2)cc1	i	8	i	i	i	i
22	CN1CCC(N(C)S(=O)(=O)c2ccc(NC(=O)COc3ccc([N+](=O)[O-])cc3)cc2)CC1	i	-3	i	i	i	i
23	Cc1nc(CN(C)Cc2nc(Cc3ccccc3Cl)no2)cs1	i	-13	i	i	i	i
24	CC(=O)Nc1nnc(SCC(=O)NCC2CCCO2)s1 (stereo not drawn)	i	1	i	i	i	i
25	Cc1cc(NC(=O)Cn2cc(C(F)(F)F)cc(Cl)c2=O)no1	i	2	i	i	i	i
26	O=C1CCCN1CCCNC(=S)Nc1ccccc1	i	-5	i	i	i	i
27	C=CCC1c2cccc(C(=O)O)c2C(=O)N1c1cccc(OC)c1 (stereo not drawn)	i	-7	i	i	i	i
28	CN(C)CCCN(C(=O)c1ccco1)c1nc2cc3c(cc2s1)OCO3	-7.8*	-185	i	i	i	i
29	CCOC(=O)c1ccccc1NC(=O)COC(=O)C1=COCCO1	i	20	i	i	i	i
30	COC(=O)COc1cccc2c(=O)n(CC(=O)NCc3ccc(F)cc3)ccc12	i	-7	i	i	i	i

no.	IEC-6 tox	HIF activator	TRPC4 inh	SKKanGAS inh	KLF5 inh
21	-2	-0.2	i	0	2
22	/	0.0	i	-19	/
23	-3	/	i	8	-12
24	/	0.2	i	3	/
25	-1	0.1	i	-1	-3
26	0	-0.1	i	-1	4
27	-9	-0.1	i	6	-3
28	45*	4.1	i	29	-22
29	2	1.6	i	-7	3
30	5	2.5	i	1	29

# The list goes on:
no.	canonical_smiles	TRPC6 inh	aSyn UTR inh	TRPC4 PAM	MrgX1 antagonist	TRPC4 agonist	TRPC6 activator
31	CCOc1ccc(NC(=O)N2CCN(C(=O)c3ccco3)CC2)cc1	i	-1	i	i	i	i
32	CC1CCCC(C)N1CCCNC(=O)c1ccc2nc(N3CCCCC3)sc2c1 (stereo not drawn)	i	-237	i	i	i	i
33	CC1(C)Cc2c(cnn2-c2ccccc2)C(NC(=O)c2ccoc2)C1 (stereo not drawn)	i	-3	i	i	i	i
34	O=C(NC1CCCC1)C(c1ccc(Cl)cc1)N1CCc2ccccc21 (stereo not drawn)	i	-21	i	-4.8*	i	i
35	Cc1ccc(C(=O)CNc2ccc(Br)cc2)cc1	i	-71	i	i	i	i
36	Cn1cccc1C(=O)OCC(=O)N1CC(=O)Nc2ccccc21	i	0	i	i	i	i
37	O=C(COc1ccccc1)Nc1nc(-c2ccc(S(=O)(=O)N3CCOCC3)cc2)cs1	i	-12	i	i	i	i
38	CC(C)[C@H]1CN=C2N(CCNC(=O)CCC3CCCCC3)[C@H](Cc3ccc(O)cc3)CN21	i	-3	i	i	i	i
39	CN(CC(O)COC(c1ccccc1)c1ccccc1)C1CCCCC1 (stereo not drawn)	i	4	i	i	i	i
40	O=C(N/N=C(\CC(=O)c1cccs1)C(F)(F)F)c1ccncc1	i	2	i	i	i	i

no.	IEC-6 tox	HIF activator	TRPC4 inh	SKKanGAS inh	KLF5 inh
31	-2	0.5	i	-4	-22
32	7	1.8	i	2	-154
33	5	-0.4	i	-4	-2
34	6	0.1	i	3	-33
35	0	2.0	i	-4	-23
36	-2	-0.2	i	-15	-13
37	-4	0.5	i	9	-6
38	6	1.6	i	0	-15
39	2	0.0	i	-3	-8
40	4	0.6	i	-2	14

# Shown as tab-separated lines: 8 of the compounds above.
item	mol	TRPC6 inh	aSyn UTR inh	TRPC4 PAM	MrgX1 antagonist	TRPC4 agonist	TRPC6 activator	IEC-6 tox	HIF activator	TRPC4 inh	SKKanGAS inh	KLF5 inh
33	CC1(C)Cc2c(cnn2-c2ccccc2)C(NC(=O)c2ccoc2)C1 (stereo not drawn)	i	-3	i	i	i	i	5	-0.4	i	-4	-2
34	O=C(NC1CCCC1)C(c1ccc(Cl)cc1)N1CCc2ccccc21 (stereo not drawn)	i	-21	i	-4.8*	i	i	6	0.1	i	3	-33
35	Cc1ccc(C(=O)CNc2ccc(Br)cc2)cc1	i	-71	i	i	i	i	0	2.0	i	-4	-23
36	Cn1cccc1C(=O)OCC(=O)N1CC(=O)Nc2ccccc21	i	0	i	i	i	i	-2	-0.2	i	-15	-13
37	O=C(COc1ccccc1)Nc1nc(-c2ccc(S(=O)(=O)N3CCOCC3)cc2)cs1	i	-12	i	i	i	i	-4	0.5	i	9	-6
38	CC(C)[C@H]1CN=C2N(CCNC(=O)CCC3CCCCC3)[C@H](Cc3ccc(O)cc3)CN21	i	-3	i	i	i	i	6	1.6	i	0	-15
39	CN(CC(O)COC(c1ccccc1)c1ccccc1)C1CCCCC1 (stereo not drawn)	i	4	i	i	i	i	2	0.0	i	-3	-8
40	O=C(N/N=C(\CC(=O)c1cccs1)C(F)(F)F)c1ccncc1	i	2	i	i	i	i	4	0.6	i	-2	14

# Continuation.
no.	canonical_smiles	TRPC6 inh	aSyn UTR inh	TRPC4 PAM	MrgX1 antagonist	TRPC4 agonist	TRPC6 activator
41	CCCOC(=S)NC(=O)c1sc2ccccc2c1Cl	i	-49	i	i	i	i
42	N=c1c2c(ncn1Cc1ccco1)Oc1c(ccc3ccccc13)C2c1ccccc1 (stereo not drawn)	i	-25	i	i	i	i
43	COc1cccc(C(=O)NC(=S)Nn2cnnc2)c1OC	i	-2	i	i	i	i
44	CCCCCCN=CC1=C(O)CC(C)(C)CC1=O	i	5	i	i	i	i
45	O=C(/C=C/c1ccc(-c2ccccc2[N+](=O)[O-])o1)c1ccccc1	i	-120	i	i	i	i
46	CCOC(=O)C1CCCN(Cc2cc(Br)c(OC)cc2OC)C1 (stereo not drawn)	i	-21	i	i	i	i
47	CC(=O)Nc1ccc(/C=N/NC(=O)c2cccc(S(=O)(=O)N3CCOCC3)c2)cc1	i	13	i	i	i	i
48	O=C(Nc1ccc(OC(F)(F)F)cc1)C1CC(c2ccc(F)cc2)=NO1 (stereo not drawn)	i	19	i	i	i	i
49	CS(=O)(=O)N1CCN(c2ccc(NC(=O)C(c3ccccc3)c3ccccc3)cc2)CC1	i	-1	i	i	i	i
50	Cc1cc(NC(=O)CSCCO)no1	i	-15	i	i	i	i

no.	IEC-6 tox	HIF activator	TRPC4 inh	SKKanGAS inh	KLF5 inh
41	0	1.2	i	0	1
42	1	-0.2	i	22	-31
43	1	0.3	i	-4	0
44	0	0.3	i	5	-14
45	-1	1.4	i	-1	-14
46	0	0.4	i	0	-4
47	-4	0.0	i	3	-27
48	2	0.0	i	-7	5
49	2	/	i	2	-5
50	-4	0.5	i	-1	-26
